S1P4 antag: antagonists of human S1P4 receptor; O95977; S1P4-expressing cells, antagonist mode, reporter read-out; inhibition, % at 4.98 µM; 220,000 compounds, 0.26% hits; AID 1510; in the data active means inhibition above about 29%;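 further: 0% = wells stimulated with agonist and 100% = vehicle wells without agonist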
Target sequence (O95977 whole entry, looked up): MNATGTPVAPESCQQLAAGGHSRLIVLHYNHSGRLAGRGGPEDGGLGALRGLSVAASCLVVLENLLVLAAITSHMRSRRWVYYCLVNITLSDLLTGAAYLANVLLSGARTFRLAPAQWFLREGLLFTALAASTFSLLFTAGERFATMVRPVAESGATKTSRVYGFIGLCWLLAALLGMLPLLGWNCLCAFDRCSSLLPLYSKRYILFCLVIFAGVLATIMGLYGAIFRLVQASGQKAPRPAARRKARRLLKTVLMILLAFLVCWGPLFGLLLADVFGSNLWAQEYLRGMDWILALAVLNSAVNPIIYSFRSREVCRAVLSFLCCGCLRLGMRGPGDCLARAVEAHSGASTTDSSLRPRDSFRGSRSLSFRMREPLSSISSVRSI
NPY2 pot ag: human NPY-Y2 potentiation or agonism, primary screen | P49146 | cells expressing NPY-Y2, potentiator/agonist read-out | activation, % at 3.6 µM | 220,000 compounds, 0.45% hits | AID 1359; in the data active means activation above about 27%;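 further: cells stimulated with NPY near EC25 plus isoproterenol at EC100; 0% = vehicle plus submaximal agonist and 100% = vehicle plus saturating agonist; some results beyond the cut were filed as inactive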
Target sequence (P49146 whole entry, looked up): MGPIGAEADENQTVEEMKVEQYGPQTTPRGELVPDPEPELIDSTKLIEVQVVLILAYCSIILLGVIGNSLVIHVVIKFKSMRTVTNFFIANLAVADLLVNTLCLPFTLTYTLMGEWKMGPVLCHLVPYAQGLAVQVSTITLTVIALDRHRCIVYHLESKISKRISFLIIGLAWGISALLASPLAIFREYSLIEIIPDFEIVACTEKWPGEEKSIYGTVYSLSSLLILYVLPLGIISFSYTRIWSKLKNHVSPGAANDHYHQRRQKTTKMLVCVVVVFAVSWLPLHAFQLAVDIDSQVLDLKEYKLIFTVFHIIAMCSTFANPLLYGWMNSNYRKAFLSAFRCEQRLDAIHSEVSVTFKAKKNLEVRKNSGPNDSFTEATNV
BaF3 tox: parental Ba/F3 viability inhibition as JAK2V617F counter-screen. CellTiter-Glo ATP luminescence. inhibition, % at 5.6 µM. 220,000 compounds, 1.1% hits. AID 1486;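 active means inhibition above a per-campaign cutoff, the mean inhibition of all tested compounds plus 3 SD, cut at about 27% in these data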;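 further: 0% = DMSO wells and 100% = JAK Inhibitor I control wells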
MDM2 E3 inh: inhibitors of human Mdm2 E3 ubiquitin ligase; Q00987; cell-based MDM2 ubiquitination luciferase reporter, 2 h; 0 = plate control, 100 = twice control, blank-subtracted; signal enhancement, % at 5 µM; 210,000 compounds, 0.11% hits;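 active means signal enhancement of 30% or more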;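 further: luminescence tracks abundance of the self-degrading MDM2-luciferase fusion protein; higher signal means inhibition of MDM2 E3 ligase activity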
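Material: Stable MDM2–luciferase fusion reporter cells | Amount: 2000 cells seeded into each well | Dosing: One concentration, 5 µM, with 0.2% DMSO | Incubation: 4 h cell settling then 2 h compound exposure, 37 °C | Measured by: Luciferase luminescence | Read-out basis: % enhancement relative to plate controls after blank subtraction | Benchmarks: Control and blank well means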
Wee1 stabilizer: blocks degradation of human Wee1 kinase. P30291. HeLa Luc-Wee1K328M stability, luciferase luminescence; 100% = proteasome inhibitor MG132 effect. reporter increase, % at 5 µM. 220,000 compounds, 1.2% hits. AID 1321;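 active means activation above the mean of all tested compounds plus 3 SD, set per screening run, cut at about 8.8% in these data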;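 further: cells exposed to compound for 20 h before luminescence read; 0% = DMSO alone and 100% = MG132 at 30 µM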
PERK inhibitor: inhibitors of human PERK kinase. Q9NZJ5. CHO PERK-DD fusion, SEAP luminescence translation reporter. inhibition, % at 5.6 µM. 220,000 compounds, 0.17% hits. AID 1416;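 active means inhibition above the mean inhibition of all tested compounds plus 3 SD, set separately per screening campaign, cut at about 2.9% in these data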;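 further: PERK kinase domain activated by AP20187 dimerizer at 100 nM; 0% = DMSO with dimerizer and 100% = rapamycin at 8.4 µM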
S1P4 ag: agonists of human S1P4 receptor | AID 1509 | 220,000 compounds, 0.35% hits | S1P4-expressing cell line, agonist reporter assay | activation, % at 4.98 µM; in the data active means activation above about 11%;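 further: 0% = DMSO vehicle and 100% = reference agonist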
Ba/F3 V617F tox: reduce viability of Ba/F3 cells dependent on JAK2V617F; Ba/F3 EpoR-JAK2V617F viability, ATP luminescence; inhibition, % at 5.6 µM; 220,000 compounds, 1.1% hits; AID 1446;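 active means inhibition above the campaign mean plus 3 SD over all tested compounds, cut at about 24% in these data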;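 further: cytokine-independent growth of Ba/F3 cells driven by EpoR plus mutant JAK2; 0% = DMSO-treated cells and 100% = JAK inhibitor I control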
eIF4E 4G PPI: blocks eIF4E binding to eIF4G | P63073+Q04637 | 220,000 compounds, 0.37% hits | inhibition, % at 21.7 µM | TR-FRET eIF4E-eIF4GI(517-606) binding, 2 h;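 active means inhibition above about 30%, limit read from the data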;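 further: 0% = full FRET control wells and 100% = background wells lacking eIF4GI fragment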
* = called active by the depositor; x = not tested or not shown; [ ] = dose if it differs, or a comment.

SMILES	S1P4 antag	NPY2 pot ag	BaF3 tox	MDM2 E3 inh	Wee1 stabilizer	PERK inhibitor	S1P4 ag	Ba/F3 V617F tox	eIF4E 4G PPI
C=CCn1c(SCC(=O)Nc2nc(C)cs2)nnc1C(NC(=O)c1ccccc1)C(C)C (stereo not drawn)	-12	-4	0	-11	1	-0.7	0.6	-4	-6[fluorescence artefact?]
CCCCNC(=O)Cn1cnc2sc(C)c(S(=O)(=O)N3CCN(c4ncccn4)CC3)c2c1=O	-4	-2	2	-14	2	0.0	-0.9	1	1
COC(=O)c1ccc(Sc2ccccc2NS(=O)(=O)c2ccc(OC)cc2)nc1	-8	6	9	-8	-1	0.4	-0.4	2	-7
Cn1cc(-c2nnnn2-c2ccc(Cl)cc2)c(C(F)(F)F)n1	-2	2	9	-10	-2	0.6	0.3	2	2
COc1ccc(NC(=O)c2ccc(C#CC(C)(C)O)cc2)cc1	-7	15	-5	1	-5	0.3	3.0	-5	-1
CC(=O)Oc1ccc(/C=N/NC(=O)CCSc2ccccc2)cc1	11	0	-1	4	6	1.1	-0.8	-6	3
N#Cc1c(NC(=O)c2ccc(Cn3cc(Br)cn3)o2)sc2c1CCCCCC2	-13	0	1	-15	1	-0.6	1.6	-3	-11
O=C(CSc1nnc(CNC(=O)c2ccco2)o1)c1ccccc1	-2	-5	3	8	0	-0.4	3.8	-3	7
COc1ccc(OC)c(N/C(C)=C/C(=O)c2ccc(Br)cc2)c1	-5	6	6	9	0	1.7	0.1	0	-2
COC(=O)c1c(NC(=O)c2c(-c3ccccc3Cl)noc2C)sc2c1CCC2	6	-32	4	-10	2	-0.3	0.3	-3	-1[fluorescence artefact?]

An excerpt from above in order of length of the SMILES, falling.
SMILES	S1P4 antag	NPY2 pot ag	BaF3 tox	MDM2 E3 inh	Wee1 stabilizer	PERK inhibitor	S1P4 ag	Ba/F3 V617F tox	eIF4E 4G PPI
N#Cc1c(NC(=O)c2ccc(Cn3cc(Br)cn3)o2)sc2c1CCCCCC2	-13	0	1	-15	1	-0.6	1.6	-3	-11
COc1ccc(OC)c(N/C(C)=C/C(=O)c2ccc(Br)cc2)c1	-5	6	6	9	0	1.7	0.1	0	-2
Cn1cc(-c2nnnn2-c2ccc(Cl)cc2)c(C(F)(F)F)n1	-2	2	9	-10	-2	0.6	0.3	2	2

(list continues)
SMILES	S1P4 antag	NPY2 pot ag	BaF3 tox	MDM2 E3 inh	Wee1 stabilizer	PERK inhibitor	S1P4 ag	Ba/F3 V617F tox	eIF4E 4G PPI
CCCc1cc(C(=O)NC2CCCC2)no1	-13	6	0	-3	0	1.4	-1.9	0	-2
OCCOCCOc1ccccc1OCCOCCO	2	14	8	-8	5	0.3	-1.8	3	-1
CN(C)C(=O)CN1CCN(Cc2nc(CC3CC3)no2)CC1	-1	-19	0	0	0	1.0	0.6	-3	-5
CCOc1ccc(C(=O)NCC(=O)OCc2ccc(F)cc2Cl)cc1	-9	1	6	-7	-5	1.0	2.7	2	1[fluorescence artefact?]
COc1ccc(NS(=O)(=O)c2ccc(N3CCCC3)c(NC(=S)Nc3ccc(SC(F)F)cc3)c2)cc1	3	8	-2	-15	9.3*	0.4	1.6	-3	-1
CCNC(=O)CSc1nnc(-c2ccccc2Br)n1-c1cccc(C(F)(F)F)c1	-14	3	-1	-14	-4	0.4	6.2	-1	3
Clc1ccsc1-c1ccnc(-n2cccc2)n1	-1	-18	2	-22	4	0.4	0.1	0	-1
Cc1cc(NC(=O)COC(=O)CCNS(=O)(=O)c2cccc(C(F)(F)F)c2)no1	-20	9	6	-12	0	0.9	-0.8	4	5
COc1c(S(=O)(=O)N2CCN(c3ccc(F)cc3)CC2)ccc(Cl)c1Cl	0	-1	2	-1	2	0.1	0.4	-2	7
CC(C)(C)Cc1nnc(NC(=O)Cc2cccs2)s1	-7	-12	9	-4	-2	0.4	3.9	-1	25
CC1(C)C2CCC1(CS(=O)(=O)Nc1ccc(S(=O)(=O)N3CCCC3)cc1)C(=O)C2 (stereo not drawn)	1	11	5	-6	-3	0.4	-3.0	-2	-3[fluorescence artefact?]
CCOCCOC(NC(=O)c1ccccc1)(C(F)(F)F)C(F)(F)F	-10	-6	3	6	-1	1.1	-0.7	0	25
COc1ccc(-c2nc3ccccc3n2OC(C)C(=O)O)cc1 (stereo not drawn)	-16	-8	5	-22	-2	1.2	-0.3	4	1
CC1CCc2nn(CC(=O)N3CCc4ccccc43)cc2C1 (stereo not drawn)	-4	1	1	-11	-3	0.3	2.5	-3	-3
CCc1ccc(-c2nnn(Cc3nn[nH]n3)n2)cc1	8	-13	9	3	3	0.6	1.1	0	0[fluorescence artefact?]
Cc1csc(NC(=O)NC2(C(F)(F)F)Oc3ccccc3O2)n1	3	-1	14	2	1	0.4	0.0	7	9
C/C(=C\C(=O)c1ccccc1)NCc1ccc(F)cc1	-9	13	-3	-3	2	-0.3	2.8	4	-3
Cc1ccc(-c2nn[nH]n2)cc1Cl	-1	-13	0	-10	2	-0.7	-0.4	-2	-10
C/C(=N/OC(=O)c1c(-c2c(F)cccc2Cl)noc1C)c1cnccn1	-12	-3	5	8	0	0.6	0.9	2	3
CCCCOC(=O)Cn1c(=O)n(CC(=O)OCCCC)c2ccccc21	2	5	4	-4	5	-0.9	-3.8	-1	4
COc1cc(N(C)C)c([N+](=O)[O-])cc1C(=O)N1CCN(Cc2ccccc2)CC1	11	-8	7	-12	1	0.1	-0.5	4	-1
Fc1cccc(Cn2ccc(-c3ccc4c(c3)OCO4)n2)c1	0	-15	6	-6	0	-0.8	-1.2	2	-11
NC(=O)c1oc2ccccc2c1NC(=O)c1ccc(F)cc1	0	10	0	-13	1	-1.0	1.7	-5	3
CC(C)CN1C(=O)NC(NC(=O)c2cccnc2)(C(F)(F)F)C1=O (stereo not drawn)	6	-3	2	-9	4	1.0	0.0	-1	4
O=C1CC(SC(=Nc2ccccc2)Nc2ccccc2)C(=O)N1c1ccc(Cl)c(Cl)c1 (stereo not drawn)	-12	5	4	-6	-4	0.7	0.9	3	-4
CCC(C)n1cnc2c(c1=O)c1nc3ccccc3nc1n2Cc1ccc2c(c1)OCO2 (stereo not drawn)	13	2	1	-9	3	-0.5	-2.2	-4	-12
COC(=O)CN(c1ccccc1OC)S(=O)(=O)c1ccccc1	-25	3	0	-4	-2	0.0	-4.9	-2	-9[fluorescence artefact?]
S=C(Nc1ccccc1)Nc1cc(Cl)ccc1Oc1ccccc1	-6	-11	0	-11	1	1.3	1.4	2	6
Clc1cccc(CN2CCN(c3nc4nonc4nc3NC3CC3)CC2)c1	-4	1	1	-21	-4	-0.4	-2.6	-1	1
O=C(CCNS(=O)(=O)c1ccc(Br)s1)NC1CCCC1	11	7	1	-15	1	1.3	-1.2	-2	-1
CCCSc1nc(C)c(CC(=O)O)c(=O)[nH]1	-3	11	5	-11	2	0.0	0.5	-2	5
Cc1nc(SCC(=O)N2CCC(C(N)=O)CC2)n[nH]1	-10	-5	2	-11	-2	0.5	1.0	0	-17
Cc1ccccc1C(=O)NNc1ncnc2c1cnn2C	1	4	1	-7	1	0.3	0.1	-4	-1
Cn1nnnc1SCC(=O)Nc1ccccc1N1CCCCC1	15	-8	10	3	1	-0.1	0.0	7	2
Cc1c(C(=O)O)cccc1-n1c(C)cc(/C=N/NC(=O)c2cc3ccccc3o2)c1C	-14	3	10	-15	5	-0.3	-0.1	3	4[fluorescence artefact?]
CCCCn1nnc(NC(=O)c2ccc(-c3ccccc3[N+](=O)[O-])o2)n1	-7	4	2	2	0	1.2	-1.1	-4	1
O=C(COC(=O)c1ccncc1)NCCCc1ccccc1	-19	-4	6	-12	1	0.9	-0.6	0	-2
CCCCS(=O)(=O)N1CN(S(=O)(=O)CCCC)C2NC(=O)NC21 (stereo not drawn)	-7	6	1	19	3	0.6	-0.9	-2	1[fluorescence artefact?]
O=C(COC(=O)C1CC(=O)N(Cc2ccccc2)C1)c1ccc(F)cc1 (stereo not drawn)	-9	-7	9	-4	1	0.2	-0.3	0	-2
Cn1cc(Cl)c(C(=O)Nc2nc3ccc([N+](=O)[O-])cc3s2)n1	3	-4	1	3	0	-0.1	-0.1	3	-7
COc1ccc(CCNCCC(=O)Nc2c(C)cc(C)cc2C)cc1OC	-31	-3	8	8	-1	-0.6	2.4	2	0[fluorescence artefact?]
Cc1c(C)n(C)c2ccc(C(=O)Nc3cccc4ccccc34)cc12	44*	-18	1	-7	-1	0.0	-3.4	-2	-19
O=C(NCc1nnc(SCC(=O)N2CCc3ccccc32)o1)c1cccs1	-12	3	0	-19	-1	0.3	0.3	-3	1
CCOC(=O)C1C2C=CC3(CN(c4ccccc4CC)C(=O)C13)O2 (stereo not drawn)	28	0	0	x	0	0.3	-0.9	-2	x
COc1ccc(C(=O)N2CCCC2)cc1	-20	-14	5	-13	1	1.0	-1.5	-1	-20
O=C(CN1C(=O)COc2ccc(Cl)cc21)Nc1ccc2c(c1)OCCO2	19	-19	7	-7	-2	-0.6	1.5	-3	6[fluorescence artefact?]
Cc1cc(NS(=O)(=O)c2ccc(NC(=O)c3cc(-c4ccccc4Cl)nc4ccccc34)cc2)no1	-2	0	10	-10	-1	0.3	-1.1	11	2
COc1ccc(-c2cc3nc(C)cc(NCCO)n3n2)cc1	-7	3	8	-18	3	-0.2	0.7	1	1
CCOC(=O)C(C)Oc1cc(Cl)c(C=O)cc1OC (stereo not drawn)	-7	7	9	-6	4	0.0	0.6	-1	1
COc1ccc(CC(=O)NNC(=O)c2cnccn2)cc1	9	5	6	-12	1	0.7	-4.1	2	-5

Next section:
SMILES	S1P4 antag	NPY2 pot ag	BaF3 tox	MDM2 E3 inh	Wee1 stabilizer	PERK inhibitor	S1P4 ag	Ba/F3 V617F tox	eIF4E 4G PPI
O=C(/C=C/c1ccco1)N/C(=C\c1ccco1)C(=O)NCCc1nc2ccccc2[nH]1	-19	13	5	-9	-2	1.0	0.4	-2	5
O=C1c2ccccc2NC2(CCCCC2)N1c1ccc(O)cc1	-10	1	4	-8	-2	0.8	1.7	8	15
O=C1c2ccccc2C(Nc2ccc(S(=O)(=O)N3CCCCC3)cc2)N1Cc1ccco1 (stereo not drawn)	-12	2	8	-9	7	-0.1	-0.1	-2	0
COc1ccc(Cl)cc1NC(=O)C1CC(=O)N(c2ccc(F)cc2)C1 (stereo not drawn)	-9	-2	-3	-9	2	1.0	-1.4	-3	-9
N#Cc1cc([N+](=O)[O-])ccc1N1CCCC1	-10	0	3	4	-3	0.0	0.3	-5	-3
CCOC(=O)NC(=O)CN1C(=O)NC(C)(c2ccccc2)C1=O (stereo not drawn)	10	10	1	-13	1	2.2	-0.1	-3	2
O=C(NC(=S)N1CCCCCC1)C1CC1	-24	9	5	-4	1	0.8	-0.5	2	2[fluorescence artefact?]
COc1ccc(CCNC(=O)c2sc3ccccc3c2Cl)cc1OC	-13	-16	6	-11	-1	-0.7	-0.3	-2	3
CC1CCCC(C)N1C(=O)COc1ccc(-c2nnco2)cc1 (stereo not drawn)	2	-10	5	2	0	0.1	-4.0	-2	2
O=C(CNC(=O)C1CCCCC1)OCn1nnc2ccccc2c1=O	-8	-1	4	-6	-2	1.8	1.3	0	0
Cc1ccc(Cl)cc1NC(=O)c1cc2ccccc2cc1O	1	45*	0	-50	-3	0.8	-1.5	-6	6
Cc1ccc(Cl)cc1N1CCN(C(=O)c2cc3c(=O)[nH]c4ccccc4c3n2C)CC1	1	-8	5	-47	-1	-0.8	1.6	0	-3

Bioassay records (PubChem BioAssay)
